tim10-1 inh: growth inhibitors of tim10-1 mutant yeast, primary screen, luminescence, uHTS; S. cerevisiae tim10-1 ts strain growth, BacTiter-Glo, 24 h; inhibition, % at 20 µM; 330,000 compounds, 2.2% hits; AID 463190, 2010;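 active means inhibition of at least 40%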;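 further: mutant grown at 25 °C; 0% = DMSO wells with yeast and 100% = wells holding no yeast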
NLRP3 yeast inh: NALP3 inflammasome inhibitors in reconstituted yeast, primary screen, luminescence, uHTS | AID 2825, 2010 | inhibition, % at 10 µM | Yeast reconstituted NLRP3/ASC/caspase-1, beta-gal luminescence, 24 h | 330,000 compounds, 0.39% hits;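 active means inhibition of 50% or more; inactive means inhibition below 50%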;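 further: plate controls were induced DMSO wells for no effect and uninduced yeast grown without galactose for full effect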
TIM10 inh: growth inhibitors of isogenic TIM10 control yeast, primary screen, counter-screen for tim10-1 yeast inhibitor project, luminescence, uHTS. S. cerevisiae TIM10 strain growth, BacTiter-Glo luminescence, 24 h. inhibition, % at 10 µM. AID 463195, 2010. 330,000 compounds, 1.4% hits;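 active means inhibition of 40% or more at the single tested concentration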;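 further: wild-type TIM10 isogenic control strain grown at permissive 25 °C; 0% = DMSO yeast wells and 100% = minimal medium wells without yeast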
A3G deaminase: APOBEC3G DNA deaminase inhibitors, primary screen, biochemical, fluorescence, single-stranded DNA substrate, uHTS. DNA dC->dU-editing enzyme APOBEC-3G (Homo sapiens), Q9HC16. AID 493012, 2011. recombinant A3G, ssDNA deamination FAM/TAMRA fluorescence. 330,000 compounds, 0.28% hits. inhibition, % at 20 µM;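 active means inhibition of at least 40% at 20 µM, with no more than 30% in the related APOBEC3A deaminase screen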;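 further: plate controls were DMSO wells with A3G for no effect and wells lacking A3G enzyme for full effect; some compounds called inactive have numbers as strong as hits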
Target sequence (Q9HC16 whole entry, looked up): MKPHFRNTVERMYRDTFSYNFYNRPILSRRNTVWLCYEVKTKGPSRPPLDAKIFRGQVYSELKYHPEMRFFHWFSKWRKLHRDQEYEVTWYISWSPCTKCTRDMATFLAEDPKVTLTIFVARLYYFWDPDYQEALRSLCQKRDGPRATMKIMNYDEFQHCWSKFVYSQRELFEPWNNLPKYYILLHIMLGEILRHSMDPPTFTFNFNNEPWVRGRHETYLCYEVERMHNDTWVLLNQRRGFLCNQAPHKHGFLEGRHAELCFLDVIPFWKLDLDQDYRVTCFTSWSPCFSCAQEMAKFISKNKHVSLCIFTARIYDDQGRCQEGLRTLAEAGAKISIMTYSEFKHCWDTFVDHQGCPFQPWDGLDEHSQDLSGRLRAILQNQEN
MIN6 prolif: inducers of MIN6 beta-cell proliferation, primary screen, ATP luminescence, uHTS; MIN6 cells proliferation, ATPlite luminescence, 48 h; cells starved in 0.2% serum; 100% = growth in 10% serum; proliferation, % at 10 µM; 330,000 compounds, 0.29% hits; AID 2380, 2010;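 active means compounds whose signal lies at least 3.5 SD above the mean of all wells on their plate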;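 further: 0% = DMSO-treated cells in low-serum medium and 100% = 10% serum control; some compounds called inactive have numbers as strong as hits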
hIAP inh: human IAP inhibitors, primary screen, biochemical, luminescence, uHTS. purified IAP, CDP-Star luminescence, 30 min. inhibition, % at 10 µM. 330,000 compounds, 0.12% hits. AID 2544, 2010;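 active means inhibition reaching a set limit with compound at 10 µM in the primary screen, cut at about 35% in these data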;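 further: plate controls were DMSO wells with enzyme for no effect and no-enzyme buffer wells for full effect; values of inactives mirror those of a sister screen read the other way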
Target sequence (P09923 whole entry, looked up): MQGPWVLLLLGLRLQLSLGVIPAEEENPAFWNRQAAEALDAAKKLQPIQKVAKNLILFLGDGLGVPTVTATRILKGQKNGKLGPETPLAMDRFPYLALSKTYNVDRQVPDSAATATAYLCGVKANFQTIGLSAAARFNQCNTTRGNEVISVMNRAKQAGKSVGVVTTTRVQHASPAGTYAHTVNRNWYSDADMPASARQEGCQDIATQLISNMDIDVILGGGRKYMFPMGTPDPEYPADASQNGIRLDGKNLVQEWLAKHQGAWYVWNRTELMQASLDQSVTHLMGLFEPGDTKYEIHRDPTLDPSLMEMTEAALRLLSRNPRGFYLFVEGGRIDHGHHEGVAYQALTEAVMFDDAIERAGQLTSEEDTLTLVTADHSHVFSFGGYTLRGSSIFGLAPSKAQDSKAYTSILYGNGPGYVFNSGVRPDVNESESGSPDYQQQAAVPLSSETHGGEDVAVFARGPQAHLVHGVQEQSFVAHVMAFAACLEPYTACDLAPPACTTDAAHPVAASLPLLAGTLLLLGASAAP
mIAP block: inhibitors of mouse IAP, primary screen, biochemical, luminescence, uHTS. purified mouse IAP, CDP-Star luminescence, 30 min. inhibition, % at 10 µM. 330,000 compounds, 0.2% hits;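 active means inhibition of at least 40% at 10 µM in the primary screen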;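 further: plate controls were DMSO with enzyme for no effect and no enzyme wells for full effect; values of inactives mirror those of a sister screen read the other way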
APOBEC3A inh: APOBEC3A ssDNA deaminase inhibitors, primary screen, selectivity assay for APOBEC3G inhibitor project, biochemical, FAM/TAMRA oligo cleavage fluorescence | DNA dC->dU-editing enzyme APOBEC-3A (Homo sapiens), P31941 | inhibition, % at 20 µM | recombinant A3A, FAM/TAMRA ssDNA deamination fluorescence | 330,000 compounds, 0.41% hits | AID 493011, 2011;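 active means at least 40% inhibition at 20 µM here, with at most 30% in a related deaminase screen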;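 further: plate controls were A3A with DMSO for no effect and wells lacking A3A enzyme for full effect; some results filed as inactive read as strong as hits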
Target sequence (P31941 whole entry, looked up): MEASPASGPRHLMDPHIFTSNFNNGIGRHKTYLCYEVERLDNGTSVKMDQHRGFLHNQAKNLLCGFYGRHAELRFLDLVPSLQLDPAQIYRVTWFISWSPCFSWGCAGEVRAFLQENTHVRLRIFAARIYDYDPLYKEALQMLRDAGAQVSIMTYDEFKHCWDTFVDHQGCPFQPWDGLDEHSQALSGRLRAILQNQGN
mIAP activ: activators of mouse IAP, primary screen, biochemical, luminescence, uHTS; intestinal alkaline phosphatase [Mus musculus]; muIAP, CDP-Star luminescence, 30 min; stronger effect = higher value; 1 = vehicle-only enzyme signal, 0 = enzyme-free wells; activation factor at 10 µM; 330,000 compounds, 0.24% hits;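 active means activation factor of at least 2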; further: the source names both 10 and 20 µM as test concentration; values of inactives mirror those of a sister screen read the other way
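System: mouse IAP enzyme. Reagent: CDP-Star chemiluminescent phosphatase substrate. Benchmarks: DMSO wells, no-enzyme wells. Times: 30 min enzyme-substrate-compound incubation at room temperature. Detection: luminescence from enzymatic CDP-Star hydrolysis. Doses: test compounds delivered from DMSO solution.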
* marks the source's active call; other numbers are inactive results.

Second line of a record – tim10-1 inh	NLRP3 yeast inh	TIM10 inh	A3G deaminase	MIN6 prolif	hIAP inh	mIAP block	APOBEC3A inh	mIAP activ
CCC(=O)N1CCC2(CC1)Oc1ccc(Cl)cc1C(=O)C21CC(c2ccccc2)=NO1 (stereo not given)
 : 24.0	21.1	-2.5	-4.1	-4.7	-3.6	0.0	2.9	1
O=c1c2[nH]c3ccccc3c2nc2n1CCS2
 : 34.4	8.1	8.5	-2.7	1.4	-14.9	1.1	-0.2	0.989
NC(=O)NCc1ccc(F)cc1
 : -20.6	23.4	-12.7	-5.0	-0.4	-16.8	4.6	-0.5	0.954
CC1(OC(=O)c2ccco2)C(=O)C=C2C=C(C3CC3)OC=C2C1=O (stereo not given)
 : 6.7	7.0	10.7	-3.5	-3.4	5.4	7.3	-0.3	0.927
O=C(Nc1ccc(OCc2ccccc2Cl)cc1)c1cccnc1
 : -49.8	22.3	-4.0	8.7	-3.0	17.3	9.9	0.0	0.901
O=C(CSc1ccc2nc(-c3ccccc3)cn2n1)NCC1CCCO1 (stereo not given)
 : 12.0	15.7	-1.5	3.2	0.0	6.8	0.1	2.3	0.999
Cc1cccn2c(CN[C@H]3CCCCNC3=O)c(C(=O)N3CCOCC3)nc12
 : 15.3	8.9	3.1	-2.3	2.9	6.2	3.8	2.8	0.962
COc1cccc(NC(=O)COC(=O)C2CCN(S(=O)(=O)c3cccs3)CC2)c1
 : 25.3	10.3	30.3	-3.6	1.7	4.8	0.8	0.6	0.992
CC(=O)OCC(=O)C1=CCC2C3CCC4=CC(=O)C=CC4(C)C3(F)C(OC(C)=O)CC12C (stereo not given)
 : 20.0	9.7	7.8	-3.9	-0.7	4.8	-1.0	0.1	1.01
COc1ccc(NC(=O)Nc2nnc(-c3ccco3)s2)cc1
 : 9.4	-6.8	-12.4	-5.1	0.0	-6.8	-3.1	-3.7	1.03
Cc1cc(C)c(S(=O)(=O)N2CCCOC2CNC(=O)C(=O)NCc2ccco2)c(C)c1 (stereo not given)
 : 27.9	12.1	-5.8	-2.3	0.0	-0.9	-2.0	-0.4	1.02
Cc1ccc(C(=O)c2c3ccc(C(F)(F)F)cc3nn2CCC(N)=O)cc1
 : 18.3	11.7	23.0	-6.2	-3.2	5.4	6.2	-4.1	0.938
Cc1noc(C)c1CSc1nnc(C)c(=O)[nH]1
 : 10.9	3.0	-4.6	-7.1	-2.9	-16.6	-3.6	-6.6	1.04
CCOC(=O)c1ccc(S(=O)(=O)NC2CCCCCCC2)n1C
 : 25.7	5.5	19.8	-9.3	0.9	0.8	10.7	-3.4	0.893
c1ccc(CN2CN=C(Nc3nc4ccccc4s3)NC2)cc1
 : 8.3	11.7	-1.6	-4.0	0.3	4.4	-3.8	-0.8	1.04
N#CCCNc1ccc(OCCC#N)cc1
 : -7.7	-3.5	20.0	-2.5	2.6	-8.3	7.6	-9.2	0.924
Cc1ccc(-n2c(CSc3nc(C)cc(C)n3)nnc2SCC(=O)N2CCCC2)cc1
 : 12.2	16.6	-1.1	-3.8	-2.3	7.9	-0.3	-1.2	1
CCOC(=O)CN1C(=O)CSc2ccc(S(=O)(=O)N3CCOCC3)cc21
 : -1.7	19.2	-5.5	-7.2	-0.5	-0.3	1.0	-3.1	0.99
NS(=O)(=O)c1ccc(NC(=S)NCc2cccc(Cl)c2)cc1
 : 2.1	23.4	8.4	-5.6	-1.7	-7.6	-46.6	-1.8	1.47
Cc1ccc(-n2nnnc2SCC(=O)N2CCc3ccccc3C2)cc1
 : 45.9*	70.4*	40.7*	-3.8	0.5	-11.6	-0.6	-3.6	1.01

Shown comma-delimited: part of the list above.
Compound,tim10-1 inh,NLRP3 yeast inh,TIM10 inh,A3G deaminase,MIN6 prolif,hIAP inh,mIAP block,APOBEC3A inh,mIAP activ
CC(=O)OCC(=O)C1=CCC2C3CCC4=CC(=O)C=CC4(C)C3(F)C(OC(C)=O)CC12C (stereo not given),20.0,9.7,7.8,-3.9,-0.7,4.8,-1.0,0.1,1.01
COc1ccc(NC(=O)Nc2nnc(-c3ccco3)s2)cc1,9.4,-6.8,-12.4,-5.1,0.0,-6.8,-3.1,-3.7,1.03

New compounds follow:
Second line of a record – tim10-1 inh	NLRP3 yeast inh	TIM10 inh	A3G deaminase	MIN6 prolif	hIAP inh	mIAP block	APOBEC3A inh	mIAP activ
C/C(=N\NC(=O)C1CCCC1)c1ccc(Cl)c(Cl)c1
 : 11.1	8.0	4.7	-5.2	0.9	-40.1	62.8*	-3.4	0.372
CCOC(=O)N1CCN(C(=O)C2CCC(=O)N2C(C)C)CC1 (stereo not given)
 : 7.4	-20.5	2.9	-7.1	2.7	10.0	4.7	-1.9	0.953
CN(c1ccccc1)S(=O)(=O)c1ccc(NC(=O)c2nc(S(C)(=O)=O)ncc2Cl)cc1
 : 43.4*	1.1	18.4	-3.5	-6.7	-9.7	7.8	-5.2	0.922
COc1cccc(C(=O)CSc2nc3ccccc3n2CC(=O)N(C(C)C)C(C)C)c1
 : 1.3	-22.5	-5.9	-3.8	1.7	-0.3	-1.3	-2.4	1.01
O=C(NC1(C(F)(F)F)NC(=O)N(Cc2ccccc2)C1=O)c1cccs1 (stereo not given)
 : 14.1	4.8	15.1	-4.5	-3.5	-61.2	-0.7	-4.2	1.01
CCc1nc(CN2CCN(c3cc(C(F)(F)F)ccn3)CC2)c(C)[nH]1
 : -15.9	-10.4	-10.7	-5.5	1.4	-0.5	-7.1	-3.5	1.07
COc1ccc(OC)c(S(=O)(=O)N/N=C\c2c[nH]c3ccccc23)c1
 : -10.5	18.0	-3.7	-3.3	-1.8	-3.7	-8.4	3.4	1.08
COc1ccc(S(=O)(=O)N2CCC(C(=O)NCC(c3cccs3)N(C)C)CC2)cc1 (stereo not given)
 : 13.6	9.1	-1.0	2.1	-0.6	15.4	6.5	0.6	0.935
COc1cccc(COc2nc3c(c(=O)n(C)c(=O)n3C)n2C)c1
 : 26.5	14.1	13.1	5.8	1.8	-4.2	-4.1	9.2	1.04
COc1cc(OC)cc(C(=O)NC2CC3CCC(C2)N3C)c1 (stereo not given)
 : 1.5	7.4	-3.5	-9.1	-3.1	-6.0	-5.2	-1.3	1.05
CCc1ccccc1NC(=S)N1CCN(c2ccccc2F)CC1
 : 17.1	14.3	17.3	-3.2	-2.5	-30.7	-6.7	-4.1	1.07
O=C(O)c1ccccc1C(=O)NCC(O)COc1ccc(Cl)cc1 (stereo not given)
 : 9.8	9.6	5.8	-1.3	-2.6	-15.4	-1.4	-7.2	1.01
Cc1c(N=C2NC(=O)C(CC(=O)Nc3ccccc3)S2)c(=O)n(-c2ccccc2)n1C (stereo not given)
 : -5.5	8.6	8.9	-5.3	-2.0	-4.8	-5.4	-5.0	1.05
COC(=O)c1ccc(OC(=O)CCc2cc(OC)c(OC)c(OC)c2)cc1
 : 19.4	-13.5	30.5	-8.0	-0.5	-2.5	8.1	0.2	0.919
CC12COC3(C(=O)Nc4nccs4)CC1CCC32C (stereo not given)
 : 17.3	22.9	15.0	-6.4	-1.1	-9.9	-10.8	-2.5	1.11
COc1ccc(CNC(=O)C2CC(c3ccc(C(F)(F)F)cc3)=NO2)cc1 (stereo not given)
 : -23.6	16.5	-8.9	-6.8	-3.8	-6.3	41.4*	-1.2	0.586
O=C1c2nccnc2C(=O)N1c1ccc(F)cc1
 : 7.7	-2.3	8.8	19.7	-2.4	-1.8	5.4	2.3	0.946
CC(=O)Nc1ccccc1-c1nc2ccc(C(=O)N3CCN(c4cccc(C)c4)C(C)C3)cc2[nH]c1=O (stereo not given)
 : -8.8	14.7	3.7	-2.9	-1.5	2.9	-1.0	-1.6	1.01
Cc1nn(CC(=O)Nc2nnc(CC(=O)N3CCCC3)s2)c(=O)c2ccccc12
 : 9.3	15.4	12.5	-1.7	-2.5	6.7	11.0	-2.4	0.89
CCn1c(CSc2nc3ccccc3s2)nnc1SCC(=O)c1ccc2c(c1)OCCO2
 : 25.6	16.5	23.7	-4.6	-0.7	6.5	3.2	-2.5	0.968
CCOCCOC(=O)C(C)Sc1n[nH]c(=O)[nH]c1=O (stereo not given)
 : 6.9	15.5	4.9	2.9	0.3	15.2	-4.4	-0.1	1.04
CCN1C(=O)C2(C(C(=O)c3ccc(C)o3)=C(O)C(=O)N2CCCN(C)C)c2ccccc21 (stereo not given)
 : 5.7	14.4	8.6	-4.4	-1.2	26.4	11.4	-2.2	0.886
O=C(NCC(c1ccco1)N1CCCC1)c1ccc(Cl)c(S(=O)(=O)N2CCc3ccccc32)c1 (stereo not given)
 : 7.3	9.4	8.1	-9.3	-7.6	11.5	1.1	-3.6	0.989
COc1ccccc1-c1c(C#N)c(N)nc2c1CCC2
 : 10.3	16.6	22.5	2.1	-1.6	-1.7	-9.7	26.8	1.1
CCCC(c1nnnn1CC(=O)OCC)N(Cc1cc2c(C)cc(C)cc2[nH]c1=O)C1CCCC1 (stereo not given)
 : -0.1	-10.7	5.6	-1.2	-2.5	14.0	-7.4	3.9	1.07
CCCCN(C)CCCNC(=O)C1(O)c2ccccc2NC(=O)N1c1ccc(Cl)cc1 (stereo not given)
 : -12.3	5.0	6.9	-6.0	0.6	-6.7	5.0	-3.0	0.95
CC(=O)Nc1ccc(Nc2c([N+](=O)[O-])c(=O)n(-c3ccccc3)c3ccccc23)cc1
 : 15.2	0.0	-17.6	-0.3	-0.1	-10.0	-4.5	8.0	1.04
CCOc1ncccc1C(=O)OCC(=O)Nc1cc(C(C)(C)C)ccc1OC
 : 23.1	1.9	21.2	-4.8	-3.4	5.4	5.4	-1.7	0.946
C#CCOCCOCCOCCNc1nc(N2CCN(C(=O)CCCCCCCCCCNC(=O)Cn3cc(CCCCCN)nn3)CC2)nc(N2CCN(C(=O)CCCCCCCCCCNC(=O)[C@H]([C@@H](C)CC)n3cc(CCCCCN)nn3)CC2)n1
 : 20.3	26.9	13.6	-4.8	-7.5	17.3	-307.8	-8.7	4.08*
NC(N)=N/N=C/c1ccccc1OC(F)F
 : 7.1	5.3	-7.7	-0.5	0.4	1.4	5.6	2.1	0.944
O=C(N/N=C\c1ccc(Sc2ccccn2)o1)c1cccc(Br)c1
 : 21.7	11.2	2.5	1.6	-1.7	-4.9	7.7	1.1	0.923
Cc1ccc(-c2nn(CC(=O)NCCN3CCOCC3)c(=O)c3ccccc23)cc1
 : -18.4	4.3	4.4	-0.7	-1.5	-22.0	8.7	0.6	0.913
O=C1C=C(NC(=O)Nc2ccc(Cl)c(Cl)c2)CCC1
 : 43.4*	16.8	30.3	-5.3	-5.1	-4.6	-76.7	-1.7	1.77
CC1CCCC(NC(=O)c2ccc3c(c2)NC(=O)CS3)C1C (stereo not given)
 : 19.1	23.9	-16.2	-6.0	0.5	-37.9	-1.8	-6.5	1.02
COc1cccc(CN(C)C(=O)Nc2cccc(C(F)(F)F)c2)c1OC
 : 29.1	9.2	-2.9	-3.0	0.0	18.6	-7.3	-0.9	1.07

Assay outcomes deposited in PubChem BioAssay by Sanford-Burnham Center for Chemical Genomics.

Rows were taken by chance; overall some 4.6% were active at least once.
